From PubChem BioAssay
EPAC1 ag: EPAC1 (human) agonism | O95398 | EPAC1 agonist qHTS, biochemical assay; response scale: 100% = response to 6.5 mM cAMP | Potency, µM (doses to about 154 µM), without a hit: at the top dose activation, most hits filed as activators | actives 0.073% (n = 360,000) | AID 720707; also: potency is read from the fitted curve at half-maximal effect; nearly all actives have a fitted effect of over 60% in size
Target sequence (O95398 whole entry, looked up): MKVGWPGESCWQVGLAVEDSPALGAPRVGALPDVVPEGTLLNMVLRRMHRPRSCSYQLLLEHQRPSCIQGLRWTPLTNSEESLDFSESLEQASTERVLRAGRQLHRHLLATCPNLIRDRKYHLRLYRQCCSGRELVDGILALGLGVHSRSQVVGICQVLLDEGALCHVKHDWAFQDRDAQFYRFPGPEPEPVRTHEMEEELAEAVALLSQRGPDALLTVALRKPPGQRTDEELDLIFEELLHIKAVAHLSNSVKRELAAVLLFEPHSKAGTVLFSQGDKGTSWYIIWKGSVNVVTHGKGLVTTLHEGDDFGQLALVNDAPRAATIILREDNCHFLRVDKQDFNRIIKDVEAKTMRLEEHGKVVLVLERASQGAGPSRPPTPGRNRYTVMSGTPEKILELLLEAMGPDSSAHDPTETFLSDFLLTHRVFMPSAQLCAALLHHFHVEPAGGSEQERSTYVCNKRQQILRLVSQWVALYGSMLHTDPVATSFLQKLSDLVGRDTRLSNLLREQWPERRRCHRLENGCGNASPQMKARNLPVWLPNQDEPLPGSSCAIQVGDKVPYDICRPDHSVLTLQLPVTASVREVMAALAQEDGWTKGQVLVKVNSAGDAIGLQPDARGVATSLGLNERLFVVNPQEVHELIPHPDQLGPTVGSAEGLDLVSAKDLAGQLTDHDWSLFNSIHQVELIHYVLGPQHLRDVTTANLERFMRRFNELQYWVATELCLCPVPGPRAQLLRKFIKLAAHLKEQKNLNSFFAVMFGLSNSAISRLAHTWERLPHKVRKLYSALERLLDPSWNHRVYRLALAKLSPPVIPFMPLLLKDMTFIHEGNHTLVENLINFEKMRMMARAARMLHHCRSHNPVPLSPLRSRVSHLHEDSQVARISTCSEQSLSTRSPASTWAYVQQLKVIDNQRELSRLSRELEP
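Fluorescent GDP-exchange assay: 100 nM EPAC1 with 250 nM Rap1B preloaded with BODIPY-GDP and 50 uM GDP; compounds tested as concentration series, 5 min at room temperature, then read every 5 min for 30 min (ex 480/em 540 nm); normalized to 6.5 mM cAMP.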
PLK1 PBD block: PLK1 (human) polo-box domain binding inhibition. actives 2.8% (n = 360,000). P53350. AID 720504. Potency, µM, without a hit: max response, negative = inhibition, hits mostly inhibitors. Plk1 PBD binding of FITC phosphopeptide, fluorescence polarization; also: potency is read from the fitted curve at half-maximal effect; series mostly up to about 57 µM; % is scaled to controls: 0 for no effect and ±100 for the full control effect; nearly all actives have a fitted effect of over 65% in size
PI5P4Ka inh: blocks human PI5P4K alpha kinase activity. max response, %. P48426. PI5P4Kalpha enzyme, ADP-Glo luminescence, 60 min; active compounds read low. actives 1.2% (n = 330,000); active = max response of -50% or lower; inconclusive = between -30% and -50%; inactive = -30% or higher; also: value at the top dose of about 77 µM; % is scaled to controls: 0 for no effect and ±100 for the full control effect
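Quantitative HTS of the MLSMR library against PI5P4Kalpha with substrate. ATP added last at 5 microM final; room temperature, 60 minutes. Remaining ATP depleted, ADP converted and read as luminescence.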
IL2 activator: IL-2 activation | IL-2 activation reporter assay, cell-based qHTS; stimulated with anti-CD3/CD4/CD28 beads; in transgenic mouse T cells | AID 652025 | actives 0.065% (n = 360,000) | activation, % (series mostly up to about 46 µM); in the data active = activation above about 50%; inconclusive = mostly about 30% to 49%; also: 0% is about no effect
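Quantitative HTS in unstimulated transgenic mouse T cells, with memory T cells as non-tolerant control and PMA/ionomycin as tolerance-bypass control. Compound pretreatment lasted 60 minutes before 18 h bead stimulation; EGFP/DsRed fluorescence read.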
GLP1R inv ag: GLP-1 receptor (human) inverse agonism; HEK293 GLP-1R CRE-luciferase, luminescence, 24 h; GLP-1R form is constitutively active; Potency, µM (series often up to 38.3 µM), for inactives: at the top dose activity change, negative = inhibition, hits mostly inhibitors; actives 1.6% (n = 410,000); also: potency is read from the fitted curve at half-maximal effect; % is scaled to controls: 0 for no effect and ±100 for the full control effect; nearly all actives have a fitted effect of over 55% in size
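Seeding at 200 cells/uL, 12 h culture, 24 hr compound treatment, then luciferase reagent and a luminescence read; cells are HEK293 stably expressing a constitutively active GLP-1R plus cAMP-responsive luciferase.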
PTHR1 agonist: activates the human parathyroid hormone receptor PTHR1; Q03431; HEK293 GP2 PTHR1 cells, GloSensor cAMP luminescence, 1 h; Potency, µM (doses to about 115 µM), without a hit: at the top dose activation, actives largely listed as activators; actives 0.075% (n = 410,000); also: potency is read from the fitted curve at half-maximal effect; nearly all actives have a fitted effect of over 55% in size; some results filed as inactive show a strong effect at the top dose; inactives centre near -15; many of its hits are not listed in these tables
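HEK-293-derived GP2 cells expressing PTHR1 and a GloSensor cAMP reporter, 3,000/well, plated overnight, given luciferin plus IBMX (each 0.5 mM as added) for 1 h at 37 °C, then compound for 1 h at 37 °C. Luminescence was read after 15 min at room temperature.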
GLP1R ag: agonists of human GLP-1 receptor. actives 0.007% (n = 380,000). HEK293 GLP-1R CRE-luciferase, luminescence, 4-6 h; cells express a hypersensitive GLP-1R form. AID 624172. Potency, µM (top dose mostly 45.6 µM), without a hit: at the top dose activation, hits mostly activators. P43220; also: potency is read from the fitted curve at half-maximal effect; % of control where 0% means no effect
GLP1R cytotox: cytotoxicity counter-screen for GLP-1 receptor inverse agonists | HEK293 cAMP-luciferase reporter cells, luminescence, 24 h | Potency, µM (series often up to 38.3 µM), for the others: top-dose activity change, negative = inhibition, hits mostly inhibitors | actives 0.13% (n = 410,000);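 also: loss of luciferase light is scored as toxicity; potency is read from the fitted curve at half-maximal effect; % is scaled to controls: 0 for no effect and ±100 for the full control effect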
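To flag toxic compounds, the library was rerun on cells for 24 hr at 37 deg C and 5% CO2. Viability-linked luminescence was captured 12 min after adding luciferase detection reagent.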
EPAC1 antag: EPAC1 (human) antagonism; O95398; EPAC1 GEF assay, Rap1b-BODIPY-GDP exchange fluorescence; Potency, µM (series often up to 115 µM), for the others: top-dose activity change, negative = inhibition, hits mostly inhibitors; actives 0.14% (n = 360,000);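 also: potency is read from the fitted curve at half-maximal effect; plate controls were vehicle for no effect and positive control for full effect; nearly all actives have a fitted effect of over 50% in size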
An asterisk follows results filed as active; i = inactive; ? = inconclusive; . = not tested or not shown; & = joins results of further samples; [ ] = dose if it differs, or a comment. Unless noted, calls follow the shape of the dose curve; as a rule, active = well fitted curve in the direction sought with a large enough effect; inconclusive = small, poorly fitted or top-dose-only effect, or another doubt; inactive = no such curve, though single readings can be large; an effect the other way counts as inactive or inconclusive.

SMILES | EPAC1 ag | PLK1 PBD block | PI5P4Ka inh | IL2 activator | GLP1R inv ag | PTHR1 agonist | GLP1R ag | GLP1R cytotox | EPAC1 antag
NS(=O)(=O)c1ccc(NC(=O)COC(=O)Cc2ccc(Cl)cc2)cc1 | 11% | -8% | 0 | 1.4 | 1% | i | 7% | 10% | -26%
C/C(=N\NC(=O)c1ccc(NS(=O)(=O)c2cccs2)cc1)c1ccc2c(c1)OCO2 | -9% | 2% | ? | -0.2 | -2% | -50%[inhibitor] | 1% | -3% | 1%
O=C(O)c1cccc(CSc2ncccn2)c1 | 6% | -9% | . | -2.0 | 0% | i | ? | -5% | 8%
CCN(CC)C(=O)Cn1cc(S(=O)(=O)CC(=O)N2CC(C)OC(C)C2)c2ccccc21 (stereo not given) | -32%[inhibitor] | 4% | -4 | 0.9 | 15% | -24% | 14% | -8% | 2%
CN(C)C(=O)NC1C=CS(=O)(=O)C1 (stereo not given) | 1% | -7% | -6 | -0.5 | 15% | -11% | -6% | -9% | 2%
COCC1CCN(C(=O)c2ccc3oc(Cc4ccccc4)nc3c2)C1 (stereo not given) | -1% | -3% | 4 | -1.7 | -10% | -1% | 19% | -12% | -4%
O=C1c2ccccc2S(=O)(=O)N1CC1CC(c2ccccc2)=NO1 (stereo not given) | 6% | 4% | -3 | -0.5 | 81%[activator] | i | 0% | 18% | -4%
CCCCNc1ncnc2c1cnn2-c1ccc(C)cc1C | -10% | 2% | -20 | -4.0 | ? | i | 10% | -16% | 11%
CC(C)C(=O)Nc1nnc(S(=O)(=O)N2CCCCCC2)s1 | -5% | 0% | -9 | -0.9 | -5%&6% | -17% | 1% | 11%&3% | 2%
COc1ccc(NC(=O)C[C@H]2C(=O)N(c3ccccc3)C[C@@H]2CSC)cc1 | -5% | 0% | -1 | -0.9 | 4% | -27% | -1% | 2% | -1%
COc1ccc(/C=C2/CCOC2=O)cc1 | -9% | -3% | -8 | 1.8 | 0% | i | -8% | 19% | 3%
C=CC(O)(C#CCN(CC)CC)c1ccccc1 (stereo not given) | 4% | -10% | 4 | -2.1 | 3% | i | 0% | 0% | 7%
Cc1cc(C)cc(NC(=O)CSc2cc(C)[nH]c(=O)n2)c1 | . | . | . | . | 15% | i | 1% | 8% | .
O=C(Cc1ccccc1)N[C@@H]1c2ccccc2CC[C@@H]1OCc1ccccc1 | -13% | -8% | 1 | -0.4 | 3% | 19% | 10% | 6% | -9%
Cc1cccc(C)c1OCC(O)CNC(C)c1ccccc1 (stereo not given) | 1% | -3% | -6 | -2.2 | ? | i | 1% | 8% | 0%
COCCn1c(SCc2nc3sc(C(=O)OC)c(C)c3c(=O)[nH]2)nc2ccccc21 | 5% | 0% | -21 | 7.3 | 12% | -7%[57.5 µM] | -6% | -3% | -16%
COc1ccc(C2=NOC(C(=O)Nc3ccc(C)cc3)C2)cc1OC (stereo not given) | -3% | -10% | . | -3.5 | 49%[activator] | i | ? | 1% | 7%
CCOc1ccc(NC(=O)CN2CCC(n3cnc4cc(F)ccc43)CC2)cc1 | -6% | 2% | 0 | -0.2 | ? | i | 17% | 0% | 6%
Cc1ccc(C2(c3noc(CN(C)CC4COCCO4)n3)CCCC2)cc1 (stereo not given) | -9% | 5% | 5 | 1.1 | ? | i | -1% | 6% | 4%
O=C(CSc1nnc2nnc3ccccc3n12)N1CCOCC1 | -8% | -8% | -2 | -1.3 | 26% | -7% | 0% | 58%[activator] | 20%
CCCCOc1ccc(C(=O)N2CCCC2)cc1 | 3% | -5% | . | -1.0 | 3% | -1% | -2% | 1% | 1%
COCCCN1C(=O)C(CC(=O)NC2CCCCC2)CC(C(=O)N(C(C)C)C(C)C)=C1C (stereo not given) | 1% | -2% | 1 | 0.1 | 1% | -7% | -1% | 4% | -12%
Cn1cc(CCNC(=O)CCc2nnc(CCCCc3ccccc3)o2)cn1 | -2% | -15% | 13 | -0.9 | -5% | i | 2% | 5% | 0%
CCOc1ccc(NS(=O)(=O)c2ccc3ncsc3c2)cc1 | 2% | 1% | -3 | 1.0 | ? | i | 13% | -5% | -6%
CCC(COC(=O)Nc1cccc(C)c1)NC(=O)OCC(C)C (stereo not given) | -6% | 0% | -1 | 0.0 | 0% | -33%[inhibitor] | 3% | 13% | -1%

A different layout for part of the listing above.
| SMILES | EPAC1 ag | PLK1 PBD block | PI5P4Ka inh | IL2 activator | GLP1R inv ag | PTHR1 agonist | GLP1R ag | GLP1R cytotox | EPAC1 antag |
| --- | --- | --- | --- | --- | --- | --- | --- | --- | --- |
| CCN(CC)C(=O)Cn1cc(S(=O)(=O)CC(=O)N2CC(C)OC(C)C2)c2ccccc21 (stereo not given) | -32%[inhibitor] | 4% | -4 | 0.9 | 15% | -24% | 14% | -8% | 2% |
| CN(C)C(=O)NC1C=CS(=O)(=O)C1 (stereo not given) | 1% | -7% | -6 | -0.5 | 15% | -11% | -6% | -9% | 2% |
| COCC1CCN(C(=O)c2ccc3oc(Cc4ccccc4)nc3c2)C1 (stereo not given) | -1% | -3% | 4 | -1.7 | -10% | -1% | 19% | -12% | -4% |

Next compounds follow:
SMILES | EPAC1 ag | PLK1 PBD block | PI5P4Ka inh | IL2 activator | GLP1R inv ag | PTHR1 agonist | GLP1R ag | GLP1R cytotox | EPAC1 antag
COc1ccccc1NC(=O)CSc1nnc(COc2ccccc2OC)n1C | 6% | 2% | -5 | 3.5 | 1% | -23% | 3% | 4% | -1%
CN(CCc1ccccc1)C(=O)c1ccc(NC(=O)Cc2ccc(NC(=O)C3CCCN(C(=O)C4CC4)C3)cc2)cc1 (stereo not given) | -4% | -4% | 5 | -0.7 | -17% | -47%[inhibitor] | -4% | -5% | -14%
CC1(C)C(=O)OC(C(=O)c2ccccc2)C(C)(C)C1=O (stereo not given) | -2% | -4% | 13 | -0.3 | -6% | i | 0% | -1% | 5%
CCc1ccccc1NC(=O)COc1ccc2c(c1)OCO2 | -3% | ? | 1 | 0.3 | 3% | -21% | 13% | 44%[activator] | 5%
CCOC(=O)c1ccc(S(=O)(=O)N2CCC(C(=O)NCC3COc4ccccc4O3)CC2)cc1 (stereo not given) | 3% | -17% | 3 | -3.1 | 11% | -61%[inhibitor] | 17% | 1% | -15%
Cc1nc2ccc([N+](=O)[O-])cc2c(=O)n1Cc1ccc(Cl)cc1 | -2% | -6% | -1 | 1.3 | 12% | -28% | -3% | 9% | -15%
FC(F)(F)COc1nc(N2CCCCC2)nc(N2CCNCC2)n1 | -9% | ? | -5 | -1.0 | ? | -6% | 1% | -4% | 4%
O=C(N/N=C\c1ccccn1)c1cccc(C(=O)N/N=C\c2ccccn2)n1 | 6% | -18% | -6 | 0.5 | 18% | i | 7% | 5% | 2%
Cc1ccc(N2C(=O)C(CC(=O)Nc3cccc(F)c3)N(C3CC3)C2=O)cc1 (stereo not given) | -9% | -3% | 1 | 0.7 | 9% | -15% | 3% | -2% | -11%
N/C(=N\OC(=O)CC1CCCCC1)c1cccc([N+](=O)[O-])c1 | 8% | -12% | 2 | -2.4 | -30% | i | 28% | 17% | 17%
CC(C)CCNC(=O)C(C)N(C(=O)Cn1nnc(-c2ccc(F)cc2)n1)C1CCCC1 (stereo not given) | 3% | -10% | . | 1.7 | 0% | i | 6% | 1% | -10%
CC(=O)N1c2ccc(S(=O)(=O)N3CCCC(C(=O)Nc4cc(C)cc(C)c4)C3)cc2CC1C (stereo not given) | -8% | -1% | -1 | -1.8 | 3% | i | 2% | 2% | -17%
FC(F)(F)c1ccccc1Cc1c(-c2ccc(Cl)cc2)nc2c3ccccc3ccn12 | 0% | 6% | 3 | 1.3 | 6% | i | 9% | 4% | 3%
CC1CCN(S(=O)(=O)c2cc(C(=O)NCc3ccc(F)cc3)n(C)c2)CC1 | . | . | . | . | -20% | -15% | 1% | 2% | .
CC(C)COCC(CN(Cc1ccccc1)c1ccccc1)N1CCCC1 (stereo not given) | -4% | -19% | -3 | -0.2 | ? | 8% | -2%&-5% | -7% | -11%
Cc1ccc2cc(CN(CCCN3CCOCC3)C(c3nnnn3Cc3ccco3)C(C)C)c(=O)[nH]c2c1C (stereo not given) | 1% | -24% | . | -1.3 | -32% | -4% | -4% | ? | -19%
Cc1c([N+](=O)[O-])cc(C(=O)Nc2ccc(Cc3ccncc3)cc2)cc1[N+](=O)[O-] | 2% | -16% | -4 | -1.9 | ? | -32%[inhibitor] | 0% | -21% | -19%
COc1cc(OC)cc(C(=O)N2CCN(C3CCN(Cc4ccccc4)CC3)CC2)c1 | -4% | 2% | . | -1.6 | 0% | -9%[57.5 µM] | -3% | -38% | 9%
CC(C)(C)OC(=O)N/N=C/c1ccc(N2CCOCC2)s1 | -28% | 0% | -2 | 3.2 | 27% | -2% | 2% | -8% | 7%
COCCN1Cc2cccc(C(=O)Nc3cccc(C)c3C)c2C1=O | -8% | -1% | -4 | -1.2 | ? | i | 2% | 0% | -6%
COc1ccc(OC)c(N(CC(=O)N2CCCC2)S(=O)(=O)c2ccc(C)cc2)c1 | -9% | -1% | -7 | -2.1 | 17% | i | 9% | -23% | -11%
Cc1cc(NC(=O)CCC(=O)N(Cc2ccco2)C(C(=O)NC2CCCCC2)c2ccccc2)no1 (stereo not given) | -7% | 1% | -5 | 1.2 | -22% | -10%[57.5 µM] | 2% | -10% | 5%
O=C(CN1CCCCCC1)Nc1ccc(F)c(F)c1F | -2% | 0% | 1 | 1.4 | 4% | -18% | 11% | 0% | 2%
O=[N+]([O-])c1nn(-c2ccc(Cl)cc2)n(O)c1=NCc1cccnc1 | -5% | -3% | 8 | -4.0 | 21% | -4% | -3% | ? | 0%
COc1ccc2c(c1)[nH]c1c(=O)n(CCc3cnc[nH]3)cnc12 | -5% | -2% | 0 | 3.6 | 10% | i | 12% | -6% | -2%
O=C(CN1c2cccc3cccc(c23)S1(=O)=O)NC1CCCCC1 | 2% | 2% | 2 | 1.3 | -7% | i | 5% | 1% | 5%
O=c1[nH]c2ccccc2n1CCCSc1cnc2ccccc2n1 | -7% | -4% | 12 | -0.2 | 13% | -12%[57.5 µM] | 8% | 0% | -4%
CC(=O)c1cccc(NC(=O)c2nccnc2C(=O)O)c1 | 6% | -7% | . | -0.6 | 12% | 25%[57.5 µM] | -13% | 3% | -6%

Some of the compounds tested; rates above refer to the full screens.
